Source: PubChem (National Center for Advancing Translational Sciences (NCATS))
WRN inhibitor = inhibitors of human WRN helicase. Q14191. WRN helicase unwinding, fluorescent forked duplex, kinetic. Potency, µM (series often up to 114 µM), for inactives: at the top dose activity change, negative = inhibition, usual class: inhibitors. 0.46% of 360,000 active. AID 651768; note: potency is the fitted concentration of half-maximal effect; % is set by controls: 0 for no effect and ±100 for the full control effect; nearly all actives have a fitted effect of over 55% in size
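WRN at 20 nM final was preincubated with compound for 15 min at room temperature; reaction started with 100 nM forked duplex oligonucleotide carrying fluorophore and quencher plus 2 mM ATP (final). Unwinding followed kinetically by red fluorescence (ex 525/em 598 nm).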
GLP1R inv ag = acts as inverse agonist at human GLP-1 receptor; P43220; HEK293 GLP-1R CRE-luciferase, luminescence, 24 h; GLP-1R form is constitutively active; Potency, µM (series often up to 38.3 µM), without a hit: at the highest dose activity change, negative = inhibition, usual class: inhibitors; 1.6% of 410,000 active; AID 624417; note: potency is the fitted concentration of half-maximal effect; % is set by controls: 0 for no effect and ±100 for the full control effect; nearly all actives have a fitted effect of over 55% in size
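Using stably transfected HEK293 (constitutively active GLP-1R, cAMP-luciferase reporter), compounds were incubated 24 hr and luciferase measured by luminescence.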
D3 antag = D3 dopamine receptor (human) antagonism; 2.5% of 360,000 active; D3R cells, DiscoveRx beta-arrestin luminescence, antagonist mode; active compounds read low; AID 652054; P35462; max response, negative = inhibition, %; in the data active = max response below about -50%; inconclusive = no clear call, values can overlap the other calls; note: % is set by controls: 0 for no effect and ±100 for the full control effect; mostly tested at two doses, the higher about 12 µM
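Cells plated overnight at 1500 cells/well, then exposed to library compounds with dopamine controls for 90 minutes at 37 degrees C. DiscoveRx reagent added for 30–60 minutes at room temperature; luminescence read, quantitative HTS format.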
D3 ag = activates the human D3 dopamine receptor. max activation, %. D3R DiscoveRx beta-arrestin cells, luminescence, 90 min. AID 652048. P35462. 0.58% of 410,000 active; in the data active = max activation above about 30%; note: 0% is about no effect; mostly tested at two doses, the higher about 12 µM
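Agonist-mode cell screen: cells plated at 1500/well and incubated overnight at 37 °C, then exposed to library compounds for 90 min at 37 °C. Detection reagent was added for 30–60 min at room temperature, and luminescence was read.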
IL2 activator = activators of IL-2; IL-2 activation reporter assay, cell-based qHTS; stimulated with anti-CD3/CD4/CD28 beads; in transgenic mouse T cells; activation, % (series mostly up to about 46 µM); 0.065% of 360,000 active; in the data active = activation above about 50%; inconclusive = mostly about 30% to 49%; note: 0% is about no effect
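Readout is EGFP and DsRed signal by fluorescent plate cytometry after 18 h at 37 degrees C. Transgenic mouse T cells (750/well) received compound for 60 min before bead stimulation (anti-CD3, anti-CD4, anti-CD28); memory T cells served as non-tolerant control.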
PLK1 PBD block = inhibitors of human PLK1 polo-box domain binding; P53350; Plk1 PBD binding of FITC phosphopeptide, fluorescence polarization; Potency, µM, inactives show max response, negative = inhibition, usual class: inhibitors; 2.8% of 360,000 active; AID 720504; note: potency is the fitted concentration of half-maximal effect; series mostly up to about 57 µM; % is set by controls: 0 for no effect and ±100 for the full control effect; nearly all actives have a fitted effect of over 65% in size
Target sequence (P53350 whole entry, looked up, the tested form may be a part): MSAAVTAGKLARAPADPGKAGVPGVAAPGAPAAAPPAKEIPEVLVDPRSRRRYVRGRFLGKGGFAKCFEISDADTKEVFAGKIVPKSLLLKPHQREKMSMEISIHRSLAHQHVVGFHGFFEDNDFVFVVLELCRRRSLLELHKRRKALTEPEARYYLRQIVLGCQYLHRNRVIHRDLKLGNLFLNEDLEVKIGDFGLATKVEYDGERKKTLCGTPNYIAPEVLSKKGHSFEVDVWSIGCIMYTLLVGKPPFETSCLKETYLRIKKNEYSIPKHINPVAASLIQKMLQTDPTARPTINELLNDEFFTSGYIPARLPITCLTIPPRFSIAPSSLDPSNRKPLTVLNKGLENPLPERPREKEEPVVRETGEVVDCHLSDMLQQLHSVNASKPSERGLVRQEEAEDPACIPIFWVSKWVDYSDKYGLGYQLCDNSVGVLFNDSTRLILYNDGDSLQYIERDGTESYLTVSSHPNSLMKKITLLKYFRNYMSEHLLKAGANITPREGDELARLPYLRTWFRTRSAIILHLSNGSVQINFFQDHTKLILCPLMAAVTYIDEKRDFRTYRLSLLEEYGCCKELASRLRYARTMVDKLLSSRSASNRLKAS
GLP1R ag = GLP-1 receptor (human) agonism. HEK293 GLP-1R CRE-luciferase, luminescence, 4-6 h; cells express a hypersensitive GLP-1R form. 0.007% of 380,000 active. P43220. Potency, µM (doses to about 45.6 µM), inactives show at the highest dose activation, hits mostly activators. AID 624172; note: potency is the fitted concentration of half-maximal effect; % of control where 0% means no effect
PI5P4K alpha inh = PI5P4K alpha (human) kinase inhibition; P48426; PI5P4Kalpha enzyme, ADP-Glo luminescence, 60 min; active compounds read low; max response, %; 1.2% of 330,000 active; active = max response of -50% or lower; inconclusive = between -30% and -50%; inactive = -30% or higher; note: value at the top dose of about 77 µM; % is set by controls: 0 for no effect and ±100 for the full control effect
Target sequence (P48426 whole entry, looked up): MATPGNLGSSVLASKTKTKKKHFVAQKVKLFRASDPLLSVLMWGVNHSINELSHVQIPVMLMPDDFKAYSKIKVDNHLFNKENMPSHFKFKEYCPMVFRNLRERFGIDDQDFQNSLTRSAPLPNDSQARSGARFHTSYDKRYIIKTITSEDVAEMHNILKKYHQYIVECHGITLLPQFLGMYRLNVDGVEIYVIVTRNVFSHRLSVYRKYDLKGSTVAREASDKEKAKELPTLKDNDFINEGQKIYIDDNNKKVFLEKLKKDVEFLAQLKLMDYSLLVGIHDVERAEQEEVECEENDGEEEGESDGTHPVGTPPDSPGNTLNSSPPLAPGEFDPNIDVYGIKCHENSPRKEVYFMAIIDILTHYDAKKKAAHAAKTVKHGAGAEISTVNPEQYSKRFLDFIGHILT
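PI5P4Kalpha ADP-Glo assay; 5 microM ATP final; 60 min RT reaction; HEPES pH 7.4/EGTA/CHAPS, 5% DMSO; controls lacking substrate or enzyme; luminescent end-point.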
GLP1R cytotox = cytotoxicity in counter-screen for GLP-1R inverse agonists; AID 624418; 0.13% of 410,000 active; Potency, µM (doses to about 38.3 µM), for the others: at the highest dose activity change, negative = inhibition, actives largely listed as inhibitors; HEK293 cAMP-luciferase reporter cells, luminescence, 24 h;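 note: loss of luciferase light is scored as toxicity; potency is the fitted concentration of half-maximal effect; % is set by controls: 0 for no effect and ±100 for the full control effect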
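Seeding density was 200 cells/uL; after overnight-length (12 h) culture, 23 nL compounds went on for 24 h at 37 °C. Readout used a luciferase detection reagent, luminescence taken after 12 min at room temperature.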
* = called active by the depositor; ? = inconclusive; / = not tested or not shown; & = joins results of further samples; [ ] = dose if it differs, or a comment. Unless noted, calls come from the whole dose curve; as a rule, active = well fitted curve in the direction sought with a large enough effect; inconclusive = small, poorly fitted or top-dose-only effect, or another doubt; inactive = no such curve, though single readings can be large; an effect the other way counts as inactive or inconclusive.

Start of the data: the first two compounds, to show the layout:
SMILES	WRN inhibitor	GLP1R inv ag	D3 antag	D3 ag	IL2 activator	PLK1 PBD block	GLP1R ag	PI5P4K alpha inh	GLP1R cytotox
Cc1cccc(NC(=O)NNC(=O)c2c(Cl)c(C)nn2C)c1	7.8%	12.6%	-13.4	-8.4	-0.5	-16.5%	-0.2%	2.6	0.1%
COc1ccccc1N1C(=O)c2ccc(C(=O)Nc3nccs3)cc2C1=O	10.8%[57.1 µM]	4.7%	-18.7	-4.5	0.5	-15.0%	0.3%	-6.7	-6.0%

All compounds of this part, previewed entries included:
SMILES	WRN inhibitor	GLP1R inv ag	D3 antag	D3 ag	IL2 activator	PLK1 PBD block	GLP1R ag	PI5P4K alpha inh	GLP1R cytotox
Cc1cccc(NC(=O)NNC(=O)c2c(Cl)c(C)nn2C)c1	7.8%	12.6%	-13.4	-8.4	-0.5	-16.5%	-0.2%	2.6	0.1%
COc1ccccc1N1C(=O)c2ccc(C(=O)Nc3nccs3)cc2C1=O	10.8%[57.1 µM]	4.7%	-18.7	-4.5	0.5	-15.0%	0.3%	-6.7	-6.0%
CCn1nnc(-c2ccc(N)cc2)n1	-0.8%	15.6%	4.3	-5.2	0.6	0.0%	4.4%	0.4	-1.7%
Cc1ccccc1CN(c1ccc(C(=O)NCc2ccccn2)cc1)S(C)(=O)=O	-3.9%	-2.6%	0.0	0.0	2.0	-0.9%	-1.1%	0.4	-7.4%
Cc1ccc(N(CC(=O)Nc2cc(C)ccc2C)S(=O)(=O)c2c(C)noc2C)cc1	/	?	/	7.6	/	/	-5.7%	/	0.1%
O=C(O)CC(SCC(=O)Nc1ccccc1)C(=O)O (stereo not given)	-15.9%	5.7%	-23.5	-10.9	0.5	-0.6%	1.2%	-2.9	-5.9%
CC(=O)Nc1cccc(-c2ccnc3c2CC(C(=O)Nc2ccccc2)O3)c1 (stereo not given)	-2.3%	20.4%	-11.7	-5.2	0.5	-11.1%	2.2%	-7.5	0.0%
C=CCn1c(=N)n(CC(=O)OCC)c2ccccc21	-9.4%	-6.5%	13.5	4.9	-2.0	2.6%	-7.8%	4.3	-1.8%
CC(C)(CNC(=O)c1cccc(S(=O)(=O)N2CCCCC2)c1)N1CCOCC1	-8.5%	-2.9%	12.1	2.1	-2.8	-5.4%	2.4%	-6.7	1.5%
O=Cc1c(NCCN2CCOCC2)c2ccccc2[nH]c1=O	11.3%	9.2%	16.6	-0.1	-1.9	-4.9%	-1.3%	-2.6	2.5%
CN(CC(=O)Nc1ccc(N2CCOCC2)cc1)C(=O)CC(c1ccccc1)c1ccccc1	2.0%	16.0%[7.66 µM]	4.1	-2.2	0.8	5.2%	1.3%	0.7	-6.4%[7.66 µM]
CC(=O)NC(C)(c1ccccc1)c1nc(-c2cccc(F)c2)cs1 (stereo not given)	1.6%	?	-17.9	-15.3	-0.3	-4.6%	22.6%	-5.8	1.7%
CN(CCc1ccccc1)C(=O)c1ccc(NC(=O)Cc2ccc(NC(=O)C3CCN(C(=O)C4CC4)CC3)cc2)cc1	-3.9%	4.0%	-0.9	-13.4	3.1	-4.0%	2.1%	-6.3	-6.2%
COc1ccc(CCNC(=O)NS(=O)(=O)c2ccc(C)cc2)cc1OC	-3.7%	45.3%[activator]	-1.6	1.8	1.1	-1.0%	0.6%	2.7	-4.3%
Cc1cc(C(=O)NCCC(C)C)c2ccccc2n1	3.8%	1.4%	-3.5	2.8	14.8	-3.9%	12.1%	-1.8	13.8%
CC1(C)NC(=O)N(CC(=O)OCC(=O)NC(=O)c2ccccc2)C1=O	-0.6%	11.8%	10.3	2.7	-0.5	-2.4%	0.5%	9.3	10.1%
COc1ccccc1NS(=O)(=O)c1cccc(C(=O)N/N=C/c2ccc(OCC(=O)O)cc2)c1	-8.0%	1.2%	16.7	10.3	-1.4	-2.5%	1.4%	-3.0	1.0%
Cc1ccc(S(=O)(=O)NCC(=O)OCC(=O)Nc2cccc(S(=O)(=O)N3CCOCC3)c2)cc1	10.7%	6.0%	?	-3.8	6.1	4.0%	-1.8%	-1.4	-3.0%
N/C(=N\OS(=O)(=O)c1ccc2ccccc2c1)c1cccnc1	2.8%	15.7%	-4.6	-2.6	0.3	?	-5.8%	-1.1	-3.5%
C#CC[N+](C)(C)CCN1C(=O)C2C(c3ccccc3)C=CC(c3ccccc3)C2C1=O (stereo not given)	-0.3%	12.1%	14.0	-4.5	-1.2	?	-0.3%	-8.7	4.7%
COc1cc2cc[n+](Cc3ccc([N+](=O)[O-])cc3)cc2cc1OC	-1.4%	-5.6%	-13.2	-7.5	-1.4	-9.3%	0.9%	2.1	15.2%
Cn1c(=O)c2cc(S(=O)(=O)NCCC(=O)NCC3CCCO3)ccc2n(C)c1=O (stereo not given)	-5.9%	0.0%	7.8	10.3	-2.3	3.6%	-11.8%	/	4.0%
CCOC(=O)c1cc(-c2csc(N/N=C/c3ccccc3Cl)n2)on1	2.1%	36.8%[activator]	-0.8	-5.0	-4.7	0.1%	-0.2%	4.0	-0.2%
CCOCCCNC(=O)Cc1cc(=O)[nH]c(=O)[nH]1	13.3%	0.9%	-2.0	3.5	-1.9	5.0%	-3.7%	-3.8	0.5%
COc1ccc(OC)c(C(C(=O)NCc2ccco2)N(C(=O)Cn2nnc3ccccc32)C(C)C)c1 (stereo not given)	11.3%	-1.6%	-17.3	-10.8	-0.3	-7.5%	11.2%	4.1	12.7%

Following part:
SMILES	WRN inhibitor	GLP1R inv ag	D3 antag	D3 ag	IL2 activator	PLK1 PBD block	GLP1R ag	PI5P4K alpha inh	GLP1R cytotox
CC(C)CN(C(=O)c1ccco1)c1nc2ccccc2s1	-0.9%	?	7.2	0.1	-0.5	4.1%	15.8%	13.0	-0.5%
Cc1ccc(NC(=O)CSc2nc3ccccc3c3nc(CCn4cncc4C)nn23)c(C)c1	-0.4%	3.7%&7.0%	18.2	6.7&15.1	1.8	-3.0%	-4.0%	-3.9	2.9%&-6.9%
CNC(=S)/N=C(\Nc1ccc(C)cc1)c1ccccc1	8.1%	-2.3%	-2.0	-2.7	-1.9	-12.1%	4.7%	?	-7.2%
Cc1ccc(-n2c(SCC(=O)NCc3ccco3)nc3c(sc4ccccc43)c2=O)cc1	-22.7%	0.0%	21.0	-4.7	-1.3	-17.7%	9.2%	2.2	?
Cc1ccc(CNC(=O)COC(=O)c2cccnc2Cl)cc1	5.3%	8.5%	4.9	-5.4	-0.5	-11.5%	12.2%	-1.7	-0.2%
COCCN1Cc2cccc(C(=O)NCc3ccccc3OC)c2C1=O	5.1%	2.6%	10.0	-0.1	-2.3	-0.6%	1.9%	4.4	-11.0%
COc1ccc(CCNC(=O)C2CCN(S(=O)(=O)c3c(C)noc3/C=C/c3ccc(C)cc3)CC2)cc1OC	/	10.8%	/	-12.3	/	/	-1.9%	/	-8.4%
CN(C)c1nc(OCCNC(=O)COc2ccc(Cl)cc2Cl)nc(N2CCOCC2)n1	4.0%	0.6%	33.4	2.6	-0.4	0.1%	-1.3%	/	-18.6%
O=C1CCCc2[nH]c3cccc(/C(=C/c4ccccc4)c4ccccc4)c3c21	3.3%	?	-29.8	-1.8	-0.3	-4.4%	-1.8%	3.0	-5.4%
CCCN1CC(=O)N2C(c3cccc(OC)c3OC)c3[nH]c4ccccc4c3C[C@H]2C1=O (stereo not given in full)	8.4%	?	-1.0	-0.2	0.5	-15.8%	0.7%	0.2	-9.5%
CC(=O)Nc1cc(NC(C)=O)cc(C(=O)OCC(=O)c2ccc3c(c2)OCO3)c1	-2.2%	6.7%	12.1	6.3	-0.6	-3.6%	1.2%	-4.0	-1.4%
CCOc1ccc(NC(=O)CCC(=O)NNC(=O)Nc2cccc(Cl)c2)cc1	-10.5%	-3.0%	-19.2	-5.1	-0.3	-4.4%	-0.7%	4.6	6.8%
O=C(CN1CCc2ccccc2C1)c1cccs1	-24.0%[57.1 µM]	-0.3%	-0.7	-7.7	0.6	-18.2%	-2.3%	5.6	-14.3%
C#CC1(NC(=O)N(C)C)CCCCC1	4.4%[11.6 µM]	6.2%	0.8	0.3	1.2	-16.0%	-6.4%	-4.5	6.7%
Nn1cc(-c2ccccc2)nc1SCC(=O)NCC1CCCO1 (stereo not given)	-30.1%	3.4%	10.1	-1.4	-5.1	-2.9%	5.2%	1.0	12.3%
CC1CCC(NC(=O)Cn2c3c(c(-c4ccccc4Cl)cc2=O)CCC3)CC1 (stereo not given)	5.2%	?	-76.7*	-11.7	-2.0	-4.0%	4.6%	-2.6	-2.2%
Nc1nnc(SCC(=O)N2CCN(c3ccccc3)CC2)n1-c1ccccc1	-2.9%	-4.3%	-13.2	1.9	0.6	-2.9%	-0.4%	/	8.7%
COc1ccc(OC)c(NC(=O)CSc2nccn2-c2cc(C)cc(C)c2)c1	/	?	/	-12.6	/	/	23.4%	/	-16.2%
Cn1c(=O)c2c(ncn2CC(=O)NC[C@H]2O[C@@H](n3cnc4c(N)ncnc43)[C@H](O)[C@@H]2O)n(C)c1=O	9.3%	7.1%	35.8	0.8	0.0	-8.4%	-2.5%	2.9	-8.8%
CCOC(=O)NC(NCC(O)c1ccccc1)(C(F)(F)F)C(F)(F)F (stereo not given)	-0.8%	-14.3%	-2.1	0.7	-2.0	-3.8%	0.9%	2.7	0.5%
CCOC(=O)CC1(C)NC(C(=O)O)C(C)(C)S1 (stereo not given)	-2.3%	3.9%	-19.5	-7.2	-4.2	-7.1%	-7.1%	-0.1	7.6%
Cc1c(-c2ccccc2)n[nH]c1C(=O)N=Nc1c(O)[nH]c2ccccc12	-6.9%	?	32.7	11.4	-2.2	-0.1%	4.2%	-4.6	-9.7%
COc1ccc(-c2cnc(OC(C)(C)C)nc2OC(C)(C)C)cc1OC	-6.0%	?	-9.3	6.6	-2.7	1.7%	0.2%	12.8	-0.6%
CN(Cc1cccc(Cl)c1Cl)c1ccc(S(=O)(=O)N2CCCCC2)cc1[N+](=O)[O-]	-4.6%	?	-29.9	-4.7	-1.1	-5.0%	8.3%	12.0	-21.9%
CC(C)CCNC(=O)c1cc2c(=O)[nH]c3ccccc3c2s1	-6.3%	5.6%	-4.5	-13.5	0.9	-6.6%	8.6%	-0.3	-25.0%

This is a random part of the collection; overall some 7.8% were active at least once.
